Screening data: PubChem BioAssay, several laboratories
MsrA act = activates bovine MsrA enzyme. AID 602163. 360,000 compounds, 0.3% hits. purified bovine MsrA, absorbance read-out. activation, % at 10.6 µM; in the data active = activation above about 7.5%;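 note: 0% = vehicle and 100% = reference activator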
SKN-1 block = blocks SKN-1 activity in C. elegans. C. elegans VP596 Pgst-4::GFP/RFP ratio, acrylamide-induced, 24 h. inhibition, % at 21.8 µM. 360,000 compounds, 0.49% hits. AID 624304;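 active = interference check ratio from 0.5 to 1.5 plus GFP to RFP signal ratio inhibition reaching or exceeding a fixed threshold, cut at about 30% in these data, passing the limit was not always enough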; note: some compounds called inactive have numbers as strong as hits
MsrA inhibitor = bovine MsrA inhibition. purified bovine MsrA, absorbance read-out. AID 651718. 360,000 compounds, 0.75% hits. inhibition, % at 15.5 µM; in the data active = inhibition above about 4.5%;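 note: 0% = vehicle wells with enzyme and 100% = reference inhibitor wells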
PABP1 MLLE inh = inhibitors of microRNA-mediated deadenylation, human PABP1 MLLE binding. GST-MLLE / FITC-PAM2 fluorescence polarization. P11940. 360,000 compounds, 0.36% hits. inhibition, % at 20 µM; in the data active = inhibition above about 35%, passing the limit was not always enough;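 note: plate controls were DMSO wells with GST-MLLE for no effect and wells lacking GST-MLLE protein for full effect; some results filed as inactive read as strong as hits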
CendR NRP1 mod = alters CendR peptide binding to human NRP-1; AID 602438; 360,000 compounds, 0.85% hits; FAM-RPARPAR peptide binding to NRP-1, fluorescence polarization; inhibition, % at 25 µM; O14786;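 active = inhibition or corrected inhibition above about 18%, plus a signal ratio from 0.5 to 1.5, limit read from the data, passing the limit was not always enough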; note: strong numbers were not always called active
Target sequence (O14786 whole entry, looked up): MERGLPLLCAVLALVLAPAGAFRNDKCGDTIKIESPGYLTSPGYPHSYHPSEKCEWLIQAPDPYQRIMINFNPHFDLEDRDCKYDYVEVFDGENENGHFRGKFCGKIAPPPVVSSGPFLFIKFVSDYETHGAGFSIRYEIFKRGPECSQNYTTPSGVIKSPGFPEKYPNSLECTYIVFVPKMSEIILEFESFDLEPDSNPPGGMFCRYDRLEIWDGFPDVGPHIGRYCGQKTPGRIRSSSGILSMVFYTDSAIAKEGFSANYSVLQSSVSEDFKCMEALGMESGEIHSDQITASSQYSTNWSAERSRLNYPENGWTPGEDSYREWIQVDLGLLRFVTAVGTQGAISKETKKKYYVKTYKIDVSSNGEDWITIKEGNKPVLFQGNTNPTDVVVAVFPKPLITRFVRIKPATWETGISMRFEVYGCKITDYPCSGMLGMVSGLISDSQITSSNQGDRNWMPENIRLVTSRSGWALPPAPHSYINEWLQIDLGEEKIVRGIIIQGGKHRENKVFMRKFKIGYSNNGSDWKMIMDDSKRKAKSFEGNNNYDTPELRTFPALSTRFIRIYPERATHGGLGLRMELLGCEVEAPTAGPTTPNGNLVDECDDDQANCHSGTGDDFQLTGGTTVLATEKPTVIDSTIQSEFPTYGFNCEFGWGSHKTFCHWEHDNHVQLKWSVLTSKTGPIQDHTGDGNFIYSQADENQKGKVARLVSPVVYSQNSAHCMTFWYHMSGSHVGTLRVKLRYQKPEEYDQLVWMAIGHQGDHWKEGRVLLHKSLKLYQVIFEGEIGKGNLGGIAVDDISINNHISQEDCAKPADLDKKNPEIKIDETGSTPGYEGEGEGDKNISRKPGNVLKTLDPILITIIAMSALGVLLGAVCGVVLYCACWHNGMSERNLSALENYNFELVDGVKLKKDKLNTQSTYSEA
Tb MetRS inh = Trypanosoma brucei MetRS inhibition. AID 624268. purified T. brucei MetRS, ATP depletion, Kinase-Glo luminescence. 360,000 compounds, 0.4% hits. inhibition, % at 11.9 µM;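 active = inhibition above a per-plate cutoff of the control wells' mean inhibition plus 3 SD, cut at about 5.5% in these data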;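 note: 0% = DMSO wells median and 100% = median of wells with control inhibitor compound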
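Test system – parasite MetRS enzyme · Reagent – substrates ATP, L-methionine and bulk Escherichia coli tRNA · Doses – 11.9 µM compound single dose, 0.9% DMSO · Times – 15 min enzyme-compound preincubation, 2 h reaction, 10 min detection, 25 °C · Signal – Kinase-Glo luminescence, ATP depletion format · Controls – DMSO-only wells as low control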
eLon inh = E. coli protease La inhibition; 360,000 compounds, 0.42% hits; AID 602123; inhibition, % at 7.94 µM; purified E. coli Lon protease, fluorescence polarization; in the data active = inhibition above about 13%, passing the limit was not always enough;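 note: 0% = enzyme with probe and DMSO and 100% = no enzyme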
FAS-TE inh = blocks the thioesterase domain of human fatty acid synthase; inhibition, % at 15 µM; recombinant FAS-TE, OMFH fluorogenic substrate, fluorescence endpoint; P49327; 360,000 compounds, 0.67% hits;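 active = compounds whose normalised, plate-corrected inhibition of enzyme fluorescence in the single-dose primary screen is 50% or more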;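 note: 0% = DMSO with enzyme and 100% = substrate without enzyme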
MT1-MMP act inh = MT1-MMP (human) activation inhibition | 360,000 compounds, 0.061% hits | GFP/RFP ratio change, % at 20 µM | HT1080 RFP-PRO-GFP cells, GFP/RFP ratio fluorescence, overnight; percent of plate control window, DMSO zero | AID 651647 | P50281;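 active = GFP/RFP ratio change of at least 30% with cell ATP level not reduced by more than half and red fluorescence within 50% of control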; note: strong numbers were not always called active
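Test system: HT1080 RFP-PRO-GFP cells; Benchmarks: DMSO and RFP-L50D-GFP cell wells; Timing: cells overnight before dosing, compound overnight, 37 °C, 5% CO2; Compound: one 20 µM compound dose with 1% DMSO; Read-out: GFP/RFP fluorescence ratio.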
Starred values were filed as active, the others as inactive.

smiles,MsrA act,SKN-1 block,MsrA inhibitor,PABP1 MLLE inh,CendR NRP1 mod,Tb MetRS inh,eLon inh,FAS-TE inh,MT1-MMP act inh
CCOC(=O)Cn1c(Br)nc2c1c(=O)[nH]c(=O)n2C,-3,8,0.5,11,-2,-0.3,-3,-12,-1
CCc1ccc(NC(=O)C(C)OC(=O)CC(NC(C)=O)c2ccccc2)cc1 (centres undefined),-1,-4,-0.1,-9,4,-0.2,4,1,2
CN(C)c1ccc(-c2ccnc3c2CC(C)(C(=O)NCc2ccncc2)O3)cc1 (centres undefined),-12,9,0.8,-2,-7,-0.3,-5,-5,-2
O=C(CCc1ccc(S(=O)(=O)NCc2ccccc2)cc1)N1CCN(Cc2ccc3c(c2)OCO3)CC1,-4,-18,0.1,2,3,-0.6,6,12,3
CCN1CCc2c(sc(NC(=O)c3ccc(S(=O)(=O)N4CCOCC4)cc3)c2C(N)=O)C1,1,-1,1.9,-22,-10,0.8,-7,-8,-3
O=C(O)c1cc(S(=O)(=O)N2CCOCC2)ccc1N1CCCCC1,-12,-2,0.6,-7,11,-1.6,1,-9,11
O=C(NNC(=O)c1cccs1)c1ccc2ccccc2c1,-8,4,-0.7,5,4,-0.8,-1,-4,12
COC(=O)c1ccc(NC(=O)C(C)N2C(=O)c3ccccc3C2=O)cc1 (centres undefined),-1,14,-0.3,1,11,0.0,-1,-1,5
Cc1ccc(NC(=O)c2ccc(OCc3c(C)noc3C)cc2)c(C)c1,-2,11,-0.2,4,-1,0.2,-6,0,-1
CC(=O)c1ccc(-n2c(-c3cc(-c4ccco4)[nH]n3)n[nH]c2=S)cc1,-5,0,0.0,-21,-14,-0.1,-2,-1,-2
O=C(CN1C(=O)C2CCCCC2C1=O)OCC(=O)c1ccc(Cl)s1 (centres undefined),-2,7,0.8,-3,-5,0.2,-10,2,0
COc1cccc2cc(C(C)N(CCCN3CCOCC3)C(=S)Nc3cccc(C)c3)oc12 (centres undefined),-6,-6,-0.3,-107,39*,-0.8,-13,10,3
CN(C)S(=O)(=O)n1cc(/C=C(\NC(=O)c2ccccc2)C(=O)N2CCOCC2)c2ccccc21,-2,1,-0.6,-5,19,0.2,-6,25,-4
CCOC(=O)c1ccc(OS(=O)(=O)c2ccccc2)c(OC)c1,-2,9,0.0,15,2,0.8,6,17,1
O=C(CNC(=O)Cn1cnc2sc3c(c2c1=O)CCCC3)NCc1ccccn1,-8,0,-0.5,13,-4,-1.1,-1,-9,2
COCCNC(=O)C1(C)CCCN(C(=O)c2ccc(C(=O)OC)cc2)C1 (centres undefined),-1,-9,0.4,-8,-2,-0.2,4,-4,2
COc1ccc(OC)c(-c2csc(N(C)C(=O)Cc3ccccc3)n2)c1,-4,-8,-0.1,-7,7,0.1,-6,24,0
CCNc1nc(SCC(=O)OC)nc(N(C)C)n1,-9,9,-0.5,-6,0,-1.0,-6,-5,-3
COCCNC(=O)/C(C#N)=C/c1c(N2CCCCCC2)nc2c(C)cccn2c1=O,-1,-3,0.4,-7,-3,-0.5,4,10,-9
CC1CCN(CC(O)COc2ccc(F)cc2)CC1 (centres undefined),5,2,-1.0,5,4,-0.7,0,-7,1
COc1ccc(C(=O)c2no[n+]([O-])c2C(=O)c2ccc(OC)cc2)cc1,-5,-4,1.2,-16,-14,-0.8,-7,-25,2
Cc1cc(/C=C2\SC(=S)N(C)C2=O)c(C)n1-c1ccccc1O,-5,11,0.7,-124,-147,0.3,-181,-26,-157
Cc1ccc(Cn2c(C(=O)O)cc3sccc32)cc1,-4,9,-0.1,-1,2,-0.2,1,-8,1
CC(=O)NC(C(=O)c1ccccc1)C(=O)c1ccccc1,2,-9,0.8,4,8,0.1,-15,-6,-1
O=C(COc1ccc(Br)cc1)NCCN1CCCC1,-1,19,-0.8,7,9,-0.4,-24,-4,-3
Cc1n[nH]c(C)c1NC(=O)CN1CCN(S(=O)(=O)c2ccc(C(F)(F)F)cc2)CC1,-8,-23,-0.1,11,2,-0.3,-11,-3,2
COc1ccc(NC(=O)CSc2cc(C)nc3c(-c4ccccc4)cnn23)cc1,-1,13,-1.0,-43,-1,2.6,-1,0,3
CN(C(=O)C1CCOC1)c1nnc(-c2cccnc2)s1 (centres undefined),-16,-1,-0.2,13,17,-1.9,-6,-9,7
COC(=O)c1ccc(-c2ccco2)n1Cc1ccccc1Cl,0,-8,-1.0,-14,-22,-0.4,-3,22,-6
CCN(CC)S(=O)(=O)c1cccc(C(=O)Nc2nncs2)c1,-1,7,0.5,-1,-11,-0.4,-15,-7,4
C/C(=N\Nc1cccc(Cl)c1)c1ccc(-n2ccnc2)cc1,-2,5,-0.7,13,-10,-0.1,-7,22,2
Cc1cc(NC(=O)CCC(=O)N(CC2CCCO2)C(C(=O)NC2CCCC2)c2ccccc2C)no1 (centres undefined),-2,-14,-1.2,11,0,-0.2,-4,-6,-3
CCCCC(=O)Nc1ccc(NC(=O)c2ccccc2[N+](=O)[O-])cc1OC,-2,4,-0.9,-1,-1,-0.3,-4,-9,1
Cc1c(OCC(=O)NCCCN2CCOCC2)ccc2c3c(c(=O)oc12)CCCC3,-4,19,0.9,4,11,-0.6,-5,-2,3
COc1ccc(-c2nc(C#N)c(NCc3ccco3)o2)cc1,-1,-15,1.5,3,11,-0.7,-10,16,6
CCOc1ccc(-c2nc(C)c(C(C)=O)n2O)cc1,-2,2,0.6,0,0,-0.6,0,-10,-3
COC(=O)c1ccc(NC(=S)N2CCN(CCO)CC2)cc1,-2,-5,-0.2,-3,15,0.1,-8,-5,0
O=C(CSc1ccc2c(c1)OCCO2)NCC1CCCO1 (centres undefined),1,7,0.0,28,4,-0.9,-5,-3,1
COc1ccc(/C=C/C(=O)NCc2cccnc2)cc1,-3,11,2.5,1,-4,-0.2,0,-9,0
O=C(CCN1C(=O)C2C3CC(C(Br)C3Br)C2C1=O)OCC(=O)c1cccc([N+](=O)[O-])c1 (centres undefined),0,18,0.5,14,-5,-0.7,7,29,0
O=C(CSc1nnc(N2CCCC2)n1-c1ccccc1Cl)N1CCN(c2ccccn2)CC1,-3,-9,-0.8,3,6,0.0,-2,-7,2
C/C(CC(=O)Nc1ccccc1Cl)=N\NC(=O)C(=O)NCCO,-3,-1,0.4,3,9,0.3,6,-4,2
CCCCN(C)CCC(=O)Nc1ccc(C)cc1,0,-1,-0.7,-7,-1,0.4,-23,-12,7
Cc1cc(Cl)c2oc(C(=O)NCCN3CCCCC3CO)c(C)c2c1 (centres undefined),0,1,-0.2,-16,2,-0.2,-11,-5,-3
Cc1ccc(-c2nc(CNC(=O)c3cc(C)on3)cs2)cc1,-2,-1,-1.3,-1,9,-0.7,1,-1,1
CCn1c(CSCc2ccc(Cl)cc2)nnc1SCC(=O)Nc1cccc(C(=O)O)c1,-10,3,0.0,5,-3,-0.9,2,-5,-4
COc1ccc(C2CC(c3ccccc3)=NN2C(=O)COC(=O)c2cccnc2Cl)cc1 (centres undefined),-4,12,0.2,2,5,-0.5,-12,46,0
COc1cc2[nH]c(=S)nc(NCCCOC(C)C)c2cc1OC,0,11,0.9,-101,18,0.8,-3,-6,4
COc1ccccc1NC(=O)N1CCC(c2nc3ccccc3o2)CC1,-5,-9,-0.5,-7,-3,-0.3,-5,1,2
CCC(C)N(C(=O)CSc1nnc(-c2cccs2)n1C1CC1)C1CCS(=O)(=O)C1 (centres undefined),-3,10,0.7,14,-9,-0.6,-8,-6,3
COc1ccc(-c2nnn(CC(=O)c3ccccc3)n2)cc1OC,-1,12,1.8,-2,14,-0.5,-6,2,3
Cc1c(C=O)c2ccccn2c1C(=O)c1cccc([N+](=O)[O-])c1,-5,0,-0.1,-3,-3,0.1,9,11,5
Cc1cccc(Nc2nc(N)c([N+](=O)[O-])c(N3CCCC(C)C3)n2)c1 (centres undefined),-3,3,-0.1,-4,-2,0.1,-5,28,-4
O=C1CC(c2ccccc2)C(=O)N2C(=O)CC(c3ccccc3)C(=O)N12 (centres undefined),-5,0,0.5,1,8,0.1,-6,-5,2
O=C(COc1ccccc1)N(Cc1cccc(F)c1)C1CCS(=O)(=O)C1 (centres undefined),0,8,0.2,-2,6,-0.1,-5,-6,-2
O=C(NCCN1C(=O)S/C(=C/c2ccccc2)C1=O)C1CCCN1C(=O)c1cccs1 (centres undefined),-5,5,1.9,12,-7,1.0,-7,-4,-2
CCOc1ccc(N2CC(O)(c3cccs3)[N+]3=C2CCCC3)cc1 (centres undefined),4,5,0.1,-2,7,0.4,-4,-4,-5
COc1ccc(C2CC(c3cccs3)=NN2C(=O)CSc2nnnn2C)cc1OC (centres undefined),-6,2,-0.5,-34,2,-0.7,-6,2,2
COc1ccc(CCN(C(=O)Cn2nnc3ccccc32)C(C(=O)NCC2CCCO2)c2ccncc2)cc1OC (centres undefined),-3,-8,-0.5,5,-1,-0.2,0,-4,-1
CSC(=S)N/N=C/c1ccc(N(C)C)cc1,-8,7,2.1,1,-48,-0.4,1,-6,-2

Next part:
smiles,MsrA act,SKN-1 block,MsrA inhibitor,PABP1 MLLE inh,CendR NRP1 mod,Tb MetRS inh,eLon inh,FAS-TE inh,MT1-MMP act inh
Cc1ccc(NC(=O)C2CCCN(S(=O)(=O)c3ccc4c(c3)oc(=O)n4C)C2)nc1 (centres undefined),0,-24,-0.1,3,7,-0.2,-8,-5,5
Cc1ccc(N2CCN(S(=O)(=O)c3ccc(C)cc3)CC2)cc1,-2,8,-0.4,-4,11,-1.4,-1,-3,3
CN(C)CCNC(=O)/C(=C/c1ccc(-c2cccc(Cl)c2)o1)NC(=O)c1ccccc1,-4,-6,-0.2,-2,0,0.1,0,-18,-2
CCOC(=O)c1ccc(-c2ccc(/C=C(\C#N)C(=O)NCC3CCCO3)o2)cc1 (centres undefined),-3,17,-0.8,-6,-45,0.5,-6,18,5
CC(=O)c1cccc(NC(=O)C2Cc3c(-c4cccc(F)c4)ccnc3O2)c1 (centres undefined),0,18,-1.6,-8,-3,0.8,5,15,-3
O=Nc1onc(-c2ccc([N+](=O)[O-])cc2)c1NO,-2,-11,1.9,10,6,0.2,5,-54,1
CC(C(=O)N1CCN(c2ccccc2)CC1)N1C(=O)C2CC=CCC2C1=O (centres undefined),2,-4,0.6,-7,7,-0.4,-5,-4,5
CC(=O)Nc1cc(C(=O)c2ccccc2)ccc1N1CCOCC1,0,-8,1.3,-4,16,0.0,-5,0,-1

3 entries from above, sorted by SMILES length, highest first:
smiles,MsrA act,SKN-1 block,MsrA inhibitor,PABP1 MLLE inh,CendR NRP1 mod,Tb MetRS inh,eLon inh,FAS-TE inh,MT1-MMP act inh
CN(C)CCNC(=O)/C(=C/c1ccc(-c2cccc(Cl)c2)o1)NC(=O)c1ccccc1,-4,-6,-0.2,-2,0,0.1,0,-18,-2
CC(C(=O)N1CCN(c2ccccc2)CC1)N1C(=O)C2CC=CCC2C1=O (centres undefined),2,-4,0.6,-7,7,-0.4,-5,-4,5
O=Nc1onc(-c2ccc([N+](=O)[O-])cc2)c1NO,-2,-11,1.9,10,6,0.2,5,-54,1

Shown as a hit in CendR NRP1 mod, of those listed so far:
structure | MsrA act | SKN-1 block | MsrA inhibitor | PABP1 MLLE inh | CendR NRP1 mod | Tb MetRS inh | eLon inh | MT1-MMP act inh
COc1cccc2cc(C(C)N(CCCN3CCOCC3)C(=S)Nc3cccc(C)c3)oc12 (centres undefined) | -6 | -6 | -0.3 | -107 | 39* | -0.8 | -13 | 3
